Source: PubChem BioAssay (several laboratories)
GlmU inhibition: inhibition of mycobacterial GlmU enzyme – biochemical, glucosamine-1-phosphate acetyltransferase (AID 1376); M. tuberculosis GlmU acetyltransferase enzyme assay; higher % means a stronger effect; one-dose inhibition, %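 (tested at 30 µM in the primary screen)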; IC50 in µM for titrated hits; 220,000 compounds, 0.25% hits; in the data active = inhibition above about 13%; inconclusive = no clear call, values can overlap the other calls;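 also: 0% = complete reaction with vehicle and 100% = reaction without substrate; strong numbers were not always called active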
Mtb RmlCD inh: inhibitors of Mycobacterium tuberculosis RmlC and RmlD coupled enzymes. 160,000 compounds, 0.03% hits. P9WH09+P9WH11. AID 1533. inhibition, % at 3.6 µM. RmlC+RmlD coupled enzyme assay, percent inhibition; primary screen in compound mixtures; in the data active = inhibition mostly above about 34%, no sharp cut-off; inconclusive = no clear call, values can overlap the other calls; inactive = mostly below about 22%; also: some results filed as inactive read as strong as hits
Target sequence (P9WH09 whole entry, looked up): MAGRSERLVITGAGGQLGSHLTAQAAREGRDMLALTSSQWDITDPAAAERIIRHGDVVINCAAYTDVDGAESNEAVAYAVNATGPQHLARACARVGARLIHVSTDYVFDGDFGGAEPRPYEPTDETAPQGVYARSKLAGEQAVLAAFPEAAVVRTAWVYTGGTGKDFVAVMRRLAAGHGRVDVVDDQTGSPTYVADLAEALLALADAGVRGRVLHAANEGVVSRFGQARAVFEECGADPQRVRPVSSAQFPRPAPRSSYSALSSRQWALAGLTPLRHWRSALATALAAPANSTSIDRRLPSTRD
Target sequence (P9WH11 whole entry, looked up): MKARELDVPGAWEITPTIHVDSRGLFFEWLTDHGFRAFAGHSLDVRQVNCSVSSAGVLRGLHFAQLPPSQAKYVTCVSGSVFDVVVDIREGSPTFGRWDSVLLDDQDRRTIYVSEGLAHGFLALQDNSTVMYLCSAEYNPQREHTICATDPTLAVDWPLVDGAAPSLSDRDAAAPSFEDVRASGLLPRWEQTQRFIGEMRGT
Numbers without * were called inactive; ? = inconclusive; nt = not tested or not shown; & = joins results of further samples. Not all compounds are listed; count on the stated rates, not on these rows.

SMILES	GlmU inhibition	Mtb RmlCD inh
CCN(CC)S(=O)(=O)c1ccc(O)c(NC(=O)c2ccc(N3CCOCC3)c([N+](=O)[O-])c2)c1	-2.2%	6
Cc1ccc(OCC(O)CNCc2ccccc2)cc1C (configuration not stated)	0.6%	90
COc1ccccc1OCC(=O)Nc1ccccn1	-0.5%	77
CCOC(=O)c1c(NC(=O)C2C3C=CC(CC3)C2C(=O)O)sc(C)c1C (configuration not stated)	5.1%	-13
Cn1c(CC(=O)Nc2ccccc2)c(Sc2ccccc2)c2ccccc21	1.3%	nt
O=C(Nc1ccc(-c2cn3c(n2)SCC3)cc1)c1ccc2ccccc2n1	-1.4%	nt
COc1ccc(-n2c(-c3ccccc3)nc3ccccc3c2=O)cc1	1.1%	29
Cc1ccc(C(=O)NNC(=O)CSc2nnc(-c3ccncc3)n2C)cc1	0.8%	11
Cc1cccc(/C=C2\CCC(=C3SCCCS3)C2=O)c1	-7.1%	0
O=C(Nc1ccc(Cl)cn1)C1CCCN1S(=O)(=O)c1ccc(Cl)cc1 (configuration not stated)	-3.0%	16
CC/C(C)=N/Oc1nc(C)cc(C)n1	-2.3%	10
O=C1NC(=O)c2c(NC(=O)C3CCCO3)cccc21 (configuration not stated)	-2.6%	nt
Cc1cc(C)c2nc(-c3ccccn3)cc(C(=O)Nc3cc(C)on3)c2c1	-3.1%	48
CCCCNC(=S)NNC(=O)CCn1nc(C)c(Br)c1C	-0.2%	nt
O=S1(=O)CCOC[C@H](Cc2ccccc2)N1Cc1ccc(F)cc1	-1.1%	nt
COc1ccccc1CNC(=O)COc1ccc2c(c1)CCC2	3.8%	-6
Oc1ccc(CN2CCN(c3ccccc3)CC2)c2cccnc12	-2.4%	-10
Clc1ccc(-c2nnc3n2-c2ccccc2SC3)cc1	0.2%	-4
N#Cc1c(-c2cccs2)nc(SCC(=O)c2cccs2)[nH]c1=O	0.9%	0
CC1C/C(=N\Nc2ccc(S(N)(=O)=O)cc2[N+](=O)[O-])CC(C)(C)C1 (configuration not stated)	6.9%	6
O=C(CCN1C(=O)c2cccc3cccc(c23)C1=O)N1CCN(c2ccccc2F)CC1	-1.2%	-17
COC(=O)C1=C(C)OC(N)=C(C#N)C1c1c(C)nn(-c2ccccc2)c1Cl (configuration not stated)	3.9%	nt
O=C(Nc1ccc(Cl)cn1)C1CCCN1S(=O)(=O)c1ccccc1 (configuration not stated)	3.0%	nt
Cc1ccc(C(=O)N/C(=C\c2ccc(F)cc2)C(=O)NCc2ccncc2)cc1	-2.6%	-9
CCN(CC)S(=O)(=O)c1cc(NC(=O)COc2ccc(C#N)cc2OC)ccc1C	-4.7%	4

(more compounds)
SMILES	GlmU inhibition	Mtb RmlCD inh
CC(=O)c1ccc(NC(=S)NC(C)CCc2ccccc2)cc1 (configuration not stated)	-5.1%	nt
CC1(C(=O)N2CC3(CC(c4cccc(NC(=O)CC(c5ccccc5)c5ccccc5)c4)=NO3)C[C@@H]2C(N)=O)CC1 (some centres not stated)	-1.7%	10
CCOC(=O)C(C)Oc1ccc(C2NC(=O)NC(C)=C2C(=O)Nc2ccccc2C)cc1 (configuration not stated)	0.2%	nt
CCOC(=O)CSc1cc(CSc2ccccc2)nc(-c2ccccc2)n1	-3.1%	9
CCCCNS(=O)(=O)c1ccc(NC(=O)C(Sc2ccccc2)c2ccccc2)cc1 (configuration not stated)	3.2%	?
COc1cc2c(cc1OC)CN(CC(=O)Nc1ccccc1SC)CC2	-3.2%	61
CC1(OC(=O)c2ccco2)C(=O)C=C2C=C(c3ccsc3)OC=C2C1=O (configuration not stated)	0.3%	nt
Cc1c(NC(=O)c2c(NC(=O)CNC3CC3)sc3c2CCCC3)c(=O)n(-c2ccccc2)n1C	-5.6%	-9
Cc1cnc(C(=O)N2CCN(c3ccc(C(F)(F)F)cn3)CC2)cn1	4.6%	1
O=C(COC(=O)c1ccccc1C(=O)c1ccccc1)Nc1ccc(SC(F)F)cc1	3.4%	5
Cc1ccc(-n2ncc3c(=O)[nH]c(SCC(=O)N4CCCCC4)nc32)cc1	2.4%	nt
CCOCCn1c(CN2CCN(c3ccc(OC)cc3)CC2)nc2c1c(=O)n(C)c(=O)n2C	-2.9%	nt
Cc1ccnc(NC(=O)/C=C/c2ccccc2Cl)c1	1.8%	3
CN(Cc1ccccc1)C(=O)c1ccccc1NC(=O)c1ccccc1	-0.4%	nt
O=C1C2C3c4ccccc4C(c4ccccc43)[C@@H]2c2nc3ccccc3n21 (some centres not stated)	3.7%	5
O=C(Nc1ccc(NC(=O)c2cccs2)cn1)c1ccccc1	-0.2%	-8
CCCOc1ccc(C(=O)N2CC3(CC(c4cccc(NC(=O)[C@@H]5CCC(=O)N5)c4)=NO3)C[C@H]2C(=O)NC2(C(N)=O)CC2)cc1 (some centres not stated)	-2.8%	-10
COCCn1c(-c2cccs2)csc1=Nc1cccnc1	-1.4%	-3
COc1ccccc1NC(=O)Nc1nn(C)c2cccc(OC)c12	1.9%	nt
Cc1noc(C)c1COC(=O)c1ccc2c(c1)OCO2	3.3%	1
COC(=O)c1ccccc1NC(=O)CSc1n[nH]c(-c2cccnc2)n1	7.3%	20
CCOC(=O)C1CCCN(S(=O)(=O)c2ccc(Br)s2)C1 (configuration not stated)	5.8%	-7
CC(=O)c1ccc(NC(=O)C2CCCN(S(=O)(=O)c3c(C)[nH]c(=O)[nH]c3=O)C2)cc1 (configuration not stated)	2.6%	-8
C=CCC(O)c1c(-c2ccccc2)nn(C)c1Cl (configuration not stated)	nt	0
CCOC(=O)C(C)Sc1nc(=O)n2cccc(C)c2n1 (configuration not stated)	-3.9%	6

Given comma-delimited: 14 of the compounds above.
canonical_smiles,GlmU inhibition,Mtb RmlCD inh
CCN(CC)S(=O)(=O)c1ccc(O)c(NC(=O)c2ccc(N3CCOCC3)c([N+](=O)[O-])c2)c1,-2.2%,6
Cc1ccc(OCC(O)CNCc2ccccc2)cc1C (configuration not stated),0.6%,90
COc1ccccc1OCC(=O)Nc1ccccn1,-0.5%,77
CCOC(=O)c1c(NC(=O)C2C3C=CC(CC3)C2C(=O)O)sc(C)c1C (configuration not stated),5.1%,-13
Cn1c(CC(=O)Nc2ccccc2)c(Sc2ccccc2)c2ccccc21,1.3%,nt
O=C(Nc1ccc(-c2cn3c(n2)SCC3)cc1)c1ccc2ccccc2n1,-1.4%,nt
COc1ccc(-n2c(-c3ccccc3)nc3ccccc3c2=O)cc1,1.1%,29
Cc1ccc(C(=O)NNC(=O)CSc2nnc(-c3ccncc3)n2C)cc1,0.8%,11
Cc1cccc(/C=C2\CCC(=C3SCCCS3)C2=O)c1,-7.1%,0
O=C(Nc1ccc(Cl)cn1)C1CCCN1S(=O)(=O)c1ccc(Cl)cc1 (configuration not stated),-3.0%,16
CC/C(C)=N/Oc1nc(C)cc(C)n1,-2.3%,10
O=C1NC(=O)c2c(NC(=O)C3CCCO3)cccc21 (configuration not stated),-2.6%,nt
Cc1cc(C)c2nc(-c3ccccn3)cc(C(=O)Nc3cc(C)on3)c2c1,-3.1%,48
CCCCNC(=S)NNC(=O)CCn1nc(C)c(Br)c1C,-0.2%,nt

Following part.
SMILES	GlmU inhibition	Mtb RmlCD inh
Brc1ccc(C2=Nc3ccccc3C(c3ccncc3)=NN2)cc1	1.3%	5
CC1CCCN(S(=O)(=O)c2ccc(NC(=O)CN3CCN(C)CC3)cc2)C1 (configuration not stated)	-1.7%	9
CC(C)c1nnc(NC(=O)CCCCCN2C(=O)C3C4C=CC(C4)C3C2=O)s1 (configuration not stated)	7.5%	?
CCOC(=O)Nc1ccc2nc(Sc3ccc(Cl)cc3)sc2c1	2.2%	74
NC(=O)[C@H]1CC2(CC(c3cccc(NC(=O)[C@H]4CCC(=O)N4)c3)=NO2)CN1C(=O)c1cc([N+](=O)[O-])cc([N+](=O)[O-])c1 (some centres not stated)	2.1%	nt
Cc1cccc(OCCSc2cc(C)nc(N)n2)c1	-0.4%	44
CS(=O)(=O)Nc1nnc(SCC(=O)N(c2ccccc2)c2ccccc2)s1	-5.4%	14
CC1(c2nnc(-c3ccncc3)o2)CC(c2cccc(Cl)c2)=NO1 (configuration not stated)	6.1%	nt
CC(C)CCNC(=O)COc1ccc(N(C)S(=O)(=O)c2ccc(F)cc2)cc1	-6.4%	nt
CCCC(c1nnnn1Cc1ccc(F)cc1)N1CCN(C2CCCCC2)CC1 (configuration not stated)	-5.0%	nt
COc1ccc(CCNC(=O)c2ccc(-c3cccc([N+](=O)[O-])c3)o2)cc1OC	-7.7%	-9
COC(=O)c1scc(C)c1-n1ccc(C(=O)C(=O)N(C)C)c1	0.5%	4
Cc1cc(CN(C)C)c(OC(=O)N(C)C)cc1C	0.7%	nt
CCn1c(-c2cc(-c3cc(OC)ccc3OC)nc3ccccc23)n[nH]c1=S	-1.0%	2
O=C(c1cccc(Br)c1)N1CCN(C(=O)N2CCOCC2)CC1	-1.2%	nt
CCC(COC(=O)c1cc(OC)c(OC)c(OC)c1)(c1ccccc1)N(C)C (configuration not stated)	4.3%&4.1%	nt
CCSc1nnc(NC(=O)c2nc(-c3ccccc3)n(-c3ccccc3)n2)s1	4.6%	20
CCSc1nnc([C@@H](N)Cc2ccccc2)o1	3.5%	-6
O=[N+]([O-])c1ccccc1-n1cnc2ccccc21	-3.3%	2
CCNC(=S)N/N=C(\C)c1ccco1	-2.3%	-6
CCC(C)NC(=O)CSc1ccc(NC(C)=O)cc1 (configuration not stated)	-4.8%	nt
CCc1sc(NC(=O)C(C)C)nc1-c1ccccc1	-0.6%	3
Cc1cc(CN2CCOCC2)c(O)c(C2(C)CCCCC2)c1	0.5%	15
Cc1ccc(-c2nn(-c3ccccc3)cc2CO)o1	5.8%	nt
C=C(C)CNC(=S)N=Nc1c(O)[nH]c2ccc([N+](=O)[O-])cc12	2.3%	11

Going on with the list:
SMILES	GlmU inhibition	Mtb RmlCD inh
Cc1cc(NC(=O)CSc2nnc(C(C)N(C)C)n2-c2ccc(F)cc2)no1 (configuration not stated)	-1.8%	nt
COCCn1c(SCC(=O)Nc2cc(OC)ccc2OC)nc2c(c1=O)SC(C)C2 (configuration not stated)	3.2%	-11
NS(=O)(=O)c1ccc(CCNC(=O)C(=O)c2c[nH]c3ccccc23)cc1	1.3%	0
C/C(=N/NC(=O)c1ccc(Cl)s1)c1ccc(NC(=O)COc2ccc(Cl)cc2)cc1	-9.1%	-2
COc1ccc(C(c2c(C)n(C)n(-c3ccccc3)c2=O)c2c(C)n(C)n(-c3ccccc3)c2=O)cc1O	-2.8%	9
CCC(=O)Nc1c(C)cc(C)cc1Cl	2.7%	nt
COCCNC(=O)C(c1ccccc1C)N(C(=O)Cn1nnc2ccccc21)c1cccnc1 (configuration not stated)	0.4%	nt
c1ccc(-n2nnnc2N2CCOCC2)cc1	0.8%	3
Cc1cc(Cl)c(OCCCn2ccnc2)c(Br)c1	3.9%	-7
NC(=O)Oc1cccc(OC(N)=O)c1	5.7%	-5
CCOc1ccccc1N1CCN(C(=O)CCCc2nc3ccccc3s2)CC1	-6.8%	13
CN(CC(=O)NC1CC1)S(=O)(=O)c1ccc(F)cc1	4.7%	-7
CCCc1cc(=O)[nH]c(SCC(=O)c2cc(C)n(C)c2C)n1	2.0%	nt
CCOc1cc(/C=N\Nc2ncc(F)c(N3CCOCC3)n2)ccc1Oc1nc(Cl)ncc1F	2.3%	?
C=CCn1c(SCC(=O)NC2CCS(=O)(=O)C2)nc2sc(CC)cc2c1=O (configuration not stated)	6.7%	nt
CC(=O)N(c1ccc(Cl)cc1)c1c[nH]c2ccccc12	8.4%	nt
COc1ccc(C2C(C)C3(O)CC(C#N)(C(=O)N3)C2(C#N)C#N)cc1 (configuration not stated)	7.5%	-7
O=C1c2cnc3nc(SCc4ccc(Cl)cc4)nn3c2CC2c3ccccc3CCN12 (configuration not stated)	-6.8%	-6
COc1cccc(N=c2oc3cc(O)ccc3cc2C(=O)NCC2CCCO2)c1 (configuration not stated)	-8.0%	4
O=C(N1CCOCC1)C12CCC3CC(CC(C3)C1)C2	-3.2%	-1
O=C(/C=C/c1ccc(F)cc1)NC(Cc1c[nH]c2ccccc12)C(=O)O (configuration not stated)	1.2%	2
CCCn1c(=O)c(C(=O)Nc2ccccc2C(=O)OCC)c(O)c2ccccc21	-0.7%	-3
COc1cc(NC(=O)c2cc(C)nc3ccccc23)cc(OC)c1	-1.5%	1
CC(C)(/C=N/NC(=O)CSCc1ccccc1Cl)CCC#N	5.1%	nt
CCOc1ccc(S(=O)(=O)N2CCN(c3ccc(OC)cc3)CC2)c2cccnc12	-2.3%	2

Next section
SMILES	GlmU inhibition	Mtb RmlCD inh
CCN1C(=O)[C@@H]2[C@H](C1=O)[C@@H]1C[C@H]3C(=O)N(CC)C(=O)[C@H]3[C@@H]3C1=C(C(=O)N1C(=O)OC(=NCC4CC4)[C@]31C)[C@@H]2C	0.9%	nt
COc1cccc(/C=N/Nc2nc(-c3cccnc3)nc3ccccc23)c1	-1.1%	10
O=C(NCc1ccco1)Oc1ccccc1	-6.4%	-15
CN(C(=O)CS(=O)(=O)Cc1ccccc1Cl)c1ccccc1	0.9%	3
Cc1ccc(C(=O)N2CCC(Cc3ccccc3)CC2)cc1[N+](=O)[O-]	1.0%	4
COc1ccc(OC)c(-c2csc(NC(=O)CSc3ccc([N+](=O)[O-])cc3)n2)c1	1.6%	nt
CC(C)(C)OC(=O)NCCCC1=CC2=CC(=O)C(C)(O)C(=O)C2=CO1 (configuration not stated)	1.7%	nt
CN(C)c1ccc(CNn2cnnc2SCC(=O)NC(C)(C)C)cc1	3.7%	-16
Cc1cccc(NS(=O)(=O)c2cnc[nH]2)c1	2.8%	5
COc1cccc(C(=O)/C=C/Nc2cc(C)ccc2O)c1	5.9%	-14
COc1cccc(C(C#N)N2CCCCC2)c1O (configuration not stated)	7.1%	nt

Two successive records from above:
SMILES	GlmU inhibition	Mtb RmlCD inh
COc1cccc(C(=O)/C=C/Nc2cc(C)ccc2O)c1	5.9%	-14
COc1cccc(C(C#N)N2CCCCC2)c1O (configuration not stated)	7.1%	nt
